KB-3-1 tox: kills parental KB-3-1 adenocarcinoma cells; KB-3-1 viability, CellTiter-Glo ATP luminescence, 72 h; Potency, µM (titrated, usually from 46.1 µM), for inactives: at the highest dose activity change, negative = cytotoxic, usual class: cytotoxic; hit rate 1.4% among 400,000; note: potency is the fitted concentration of half-maximal effect; % is set by controls: 0 for no effect and ±100 for the full control effect; nearly all actives have a fitted effect of over 60% in size
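KB-3-1 parental drug-naive adenocarcinoma cells in DMEM/10% FBS, incubated 72 h at 37 C with pin-transferred compounds across a concentration series. Viability by CellTiter-Glo luminescence; concentration-response curves fitted after normalization.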
HT1080 IDH1KD tx: toxicity to HT-1080 IDH1 knockdown cells (counter line); Potency, µM (doses to about 46.1 µM), for inactives: at the highest dose activity, negative = toxicity, usual class: cytotoxic; hit rate 2% among 360,000; HT-1080 IDH1 knockdown viability, ATP luminescence, 48 h; AID 686971;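 note: potency is the fitted concentration of half-maximal effect; 0% = DMSO wells and -100% = cell-free medium wells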
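After a 2 h attachment period, IDH1KD HT-1080 cells took pin-transferred compound for 48 h at 37 °C; ATP-based luminescence after 10 min room-temperature reagent incubation reported viability.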
HT1080NT lethal: kills 2HG-producing HT-1080-NT fibrosarcoma cells; HT-1080-NT fibrosarcoma viability, CellTiter-Glo ATP luminescence, 48 h; Potency, µM (top dose mostly 46.1 µM), inactives show at the top dose activity, negative = less viability, usual class: cytotoxic; hit rate 1.6% among 360,000; AID 686970;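 note: NT is the 2HG producing partner of a matched IDH1 knockdown line; potency is the fitted concentration of half-maximal effect; 0% = DMSO-treated cells and -100% = media-only wells without cells; nearly all actives have a fitted effect of over 55% in size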
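Viability of the 2HG-overproducing fibrosarcoma line after 48 hours of compound exposure at 37 degrees C was determined by luminescence with CellTiter-Glo, and concentration-effect curves were then fitted and categorized.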
S2 tox: viability counter-screen for ATXN expression inhibitors; hit rate 0.49% among 400,000; S2 cells (HEK-293 line with an ATXN2-luciferase reporter) viability, CellTiter-Fluor protease fluorescence, 24 h; Potency, µM (series often up to 56.7 µM), usual class: cytotoxic; note: potency is the fitted concentration of half-maximal effect; nearly all actives have a fitted effect of over 40% in size
HepG2 viability: HepG2 cytotoxicity, counter-screen for TGF-b inhibitors. Potency, µM (top dose mostly 46.1 µM), without a hit: top-dose activity change, negative = cytotoxicity, actives largely listed as cytotoxic. HepG2 CAGA-GFP viability, ATP luminescence, 18 h. hit rate 0.76% among 410,000; note: potency is the fitted concentration of half-maximal effect; some results filed as inactive show a strong effect at the top dose
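HepG2 CAGA-GFP cells (1000/well, DMEM with 1% FBS) received compound, then TGF-beta at 500 pg/mL final, and were incubated 18 hours at 37 degrees C. Viability was read by CellTiter-Glo luminescence. Media-only wells were set as complete cell-killing and DMSO as no toxicity.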
IL-1B inflam inh: inflammasome signaling inhibition, IL-1 beta readout; THP-1 LPS/ATP IL-1B secretion, AlphaLISA, 16 h; hits give low values; activity change, % at 57.5 µM; hit rate 4.7% among 360,000; in the data active = activity change below about -50%; inconclusive = mostly about -30% to -49%; note: % is set by controls: 0 for no effect and ±100 for the full control effect
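THP-1 cells pretreated 1 hr with compounds (up to 57.5 uM final), then stimulated with LPS (250 ng/mL final) plus ATP (1.25 mM final); secreted IL-1B measured by AlphaLISA after 16 hr, decreased signal indicating inhibition.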
SW480 rerep: inducers of DNA re-replication in SW480 colon cancer cells | SW480 DNA re-replication, Hoechst DNA content imaging, 48 h | Potency, µM (doses to about 46.1 µM), for inactives: at the top dose re-replication activation, usual class: activators | hit rate 1.8% among 340,000; note: potency is the fitted concentration of half-maximal effect; % of control where 0% means no effect; nearly all actives have a fitted effect of over 55% in size
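Cells (250 per well) received 23 nL compound or DMSO by pin tool and were kept 48 hr at 37 C, 5% CO2. Nuclei were then stained with Hoechst for 40 min and scanned for DNA content.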
MCF10A rerep: induces DNA re-replication in MCF 10a normal breast cells | AID 624296 | Potency, µM (series often up to 46.1 µM), without a hit: at the highest dose activity, positive = re-replication, hits mostly activators | hit rate 2.9% among 350,000 | MCF 10A DNA re-replication, Hoechst nuclear intensity, 48 h; note: potency is the fitted concentration of half-maximal effect; % of control where 0% means no effect; nearly all actives have a fitted effect of over 50% in size
ATXN2 expr inh: inhibitors of ATXN2 expression | HEK-293 ATXN2-luciferase reporter, luminescence, 24 h | Potency, µM (highest dose often 57 µM), for the others: at the highest dose activity change, negative = inhibition, usual class: inhibitors | hit rate 0.72% among 360,000 | AID 1745845; note: potency is the fitted concentration of half-maximal effect; % is set by controls: 0 for no effect and ±100 for the full control effect; nearly all actives have a fitted effect of over 55% in size
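ATXN2-luciferase reporter cells (luciferase flanked by upstream and downstream ATXN2 gene portions) were treated 24 h at 37 °C with compounds at up to 57 uM. SteadyGlo luminescence gave expression; GF-AFC fluorescence gave viability.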
An asterisk follows results filed as active; i = inactive; ? = inconclusive; / = not tested or not shown; & = joins results of further samples; [ ] = remark or other dose. Unless noted, calls come from the whole dose curve; as a rule, active = well fitted curve in the direction sought with a large enough effect; inconclusive = small, poorly fitted or top-dose-only effect, or another doubt; inactive = no such curve, though single readings can be large; an effect the other way counts as inactive or inconclusive.

SMILES | KB-3-1 tox | HT1080 IDH1KD tx | HT1080NT lethal | S2 tox | HepG2 viability | IL-1B inflam inh | SW480 rerep | MCF10A rerep | ATXN2 expr inh
O=C(Nc1ccccc1)N1CCc2ccccc21 | -24% | -11% | -20% | ? | -42% | -6 | 8% | 13% | 38%[activator]
CC(=O)C1CCC2C3CC(O)C4=CC(=O)CCC4(C)C3C(=O)CC12C (configuration not stated) | 8% | 8% | 0% | i | -1% | -1 | -6% | -2% | 9%
CC(=O)Nc1c(Cl)cc2c(c1Cl)C(=O)c1ccccc1-2 | -15% | 9% | 5% | i | -24% | -19 | -2% | 4% | 0%
O=C(CSc1nc(=O)n(CCN2CCOCC2)c2c1CCCC2)Nc1ccccc1Cl | 6% | 0% | -2% | i | -19% | 9 | / | / | /
COc1ccccc1NC(=O)c1c(NC(=O)c2ccccc2F)sc2c1CCC2 | -12% | / | / | i | 1% | / | / | / | 9%
O=[N+]([O-])c1ccc(OCCn2cnc3ccccc32)cc1 | 1% | -11% | -17% | i | -5% | 0 | -1% | -1% | -16%
CCOC(=O)N1CCC(NC(=O)Cc2ccccc2)CC1 | 3% | 0% | 0% | i | -2% | -3 | -6% | -10% | /
CCn1cc(C(=O)Nc2cccc(Cl)c2)c2cc(OC)c(OC)cc2c1=O | 1% | / | / | ? | -16% | / | / | / | ?
CC(C)=CCCC(C)CN1CCC(O)CC1 (configuration not stated) | 1% | -27% | 7%[9.24 µM] | i | 0% | 39 | -5% | 28% | 10%
COC(=O)c1ccc(NC(=S)N2CCN(Cc3ccc(Cl)cc3)CC2)cc1 | 4% | ? | ? | i | -36% | 14 | 13% | ? | 4%
Cc1ccc(N=Cc2sc(O)c3ccccc23)c(C)c1 | -3% | 10% | 25% | i | -4% | -20 | 1% | 9% | 3%
O=C(NCCc1ccccc1)C(=O)NCC(c1cccs1)S(=O)(=O)c1cccs1 (configuration not stated) | -1% | / | / | i | -20% | / | / | / | -7%
CS(=O)(=O)N(CC(=O)NCc1ccccc1Cl)C1CCCCC1 | 1% | 12% | 13% | i | 3% | 1 | 21µM* | -10% | 4%
COc1cccc(CNC(=O)CCC(=O)N2CCOCC2)c1 | -50% | -3% | 14% | i | -5% | -11 | 8% | -1% | -4%
O=C(NCCc1ccccc1)c1ccccc1NS(=O)(=O)N1CCCC1 | -10% | 7% | -1% | i | -25% | 8 | -3% | -10% | 31%[activator]
Cc1ccc(CNC(=O)c2ccc(F)c(S(=O)(=O)N3CCOCC3)c2)cc1 | 25% | -5% | 0% | i | -3% | 5 | 1% | -1% | 2%
COCCNc1nc(Nc2ccc(C)cc2C)c2sccc2n1 | 5.2µM* | ? | ? | ? | -19% | 18 | / | / | -21%
COc1cc(C(C)=O)ccc1OCC(=O)Nc1ccc2nc(C)sc2c1 | -8% | 0% | -6% | i | 0% | -5 | -9% | 0% | /
COc1ccc(-n2c(SCC(=O)NCc3ccc(F)cc3)nc3c([nH]c4ccccc43)c2=O)cc1 | -3% | / | / | i | -28% | / | / | / | 4%
CCOC(=O)c1ccc(CN(Cc2ccc(C)cc2)S(=O)(=O)c2cccc([N+](=O)[O-])c2)cc1 | 2% | 10% | 6% | i | -19% | 23 | -3% | -21% | -14%
O=C(Nc1cccc(S(=O)(=O)Nc2ccc(Cl)cc2)c1)c1ccccn1 | -20% | -9% | -5% | i | -56% | 16 | -10% | 35% | -24%
Cc1nc2ncnn2c(C)c1CCC(=O)N1CCN(c2cccc(Cl)c2)CC1 | 9% | / | / | i | -17% | / | / | / | -20%
CCC(=O)NC1(C(F)(F)F)C(=O)Nc2c1c(=O)[nH]c(=O)n2CC(C)C (configuration not stated) | -11% | 12% | 19% | i | 3% | -4 | 13% | 6% | /
COc1ccc(CCn2c(C)cc(C(=O)CSc3nnnn3-c3ccccc3)c2C)cc1OC | 10% | -28% | -13% | ? | -20% | -7 | -1% | ? | ?
O=C(NCc1ccccc1)c1ccc(S(=O)(=O)Nc2cccc(C(F)(F)F)c2)cc1 | -5% | ? | -26% | i | -16% | 12 | 5% | 4% | -32%
Cc1cccc(C)c1NC(=O)CSc1nnc(-c2ccco2)n1N | 1% | -1% | 1% | / | 10% | -9 | 0% | -1% | /
Cc1ccc(-c2csc(Cc3nc(-c4cc5ccccc5oc4=O)cs3)n2)cc1 | -3% | 13% | -2% | i | -16% | -27 | -4% | 1% | -19%
CNC(=O)c1ccc(-c2ccc(OC)cc2)s1 | -14% | -1% | -3% | i | -1% | ? | 3% | 13% | 36%[activator]
Cc1ccc(C(=O)Nc2cccc(C(=O)O)c2)cc1 | -22% | ? | -29% | i | -24% | 11 | -3% | -1% | 2.5µM*
O=S(=O)(Nc1nc2ccccc2nc1NCC1CCCO1)c1ccccc1 (configuration not stated) | 11% | 13% | -1% | i | 9% | 16 | 5% | -13% | 0%
COc1ccc(OC)c(N(CC(=O)N2CCN(Cc3ccccc3)CC2)S(C)(=O)=O)c1 | -12% | -5% | 0% | i | -6% | -12 | -3% | -1% | /
COc1ccc(S(=O)(=O)Nc2ccccc2C(N)=O)cc1OC | 15% | 4% | 27% | i | 4% | 15 | 6.5µM* | -7% | 42%[activator]
OC(c1ccc(Cl)c(F)c1)c1ncc(-c2cccc(C(F)(F)F)c2)[nH]1 (configuration not stated) | 0% | ? | ? | ? | -92% | 0 | / | / | ?
CCN(CC)c1ccc(/C=C/c2cc(-c3ccccc3)c3ccccc3n2)cc1 | -23% | -21% | -2% | / | 3% | 34 | 15µM* | ? | /
COc1ccc(NC(=O)CC2C(=O)N(C)C(=S)N2Cc2ccco2)cc1 (configuration not stated) | -3% | 3% | -3% | i | -6% | 31 | -1% | -4% | 0%
O=C(CNC(=O)c1ccc(F)cc1)OCc1cc(=O)n2nc(C3CC3)sc2n1 | -2% | / | / | i | -5% | / | / | / | 4%
COCCCNC(=O)Cn1nc(-c2cccc(OC)c2)ccc1=O | -5% | 4% | 6% | i | 21% | 3 | ? | 0% | -12%
CCc1nccn1S(=O)(=O)c1cc(OC)c(Cl)cc1OC | -3% | 10% | 3% | i | -12% | 34 | ? | 3% | 2%
COc1cc(C2Nc3cc(C)c(C)cc3NC3=C2C(=O)CC(C)(C)C3)ccc1OC(C)=O (configuration not stated) | 1% | 2% | 7% | i | -4% | 0 | 12% | 9% | 5%
Cc1ccc(N(CCO)C(=S)Nc2ccccc2)cc1 | -7% | 6% | 4% | i | 2% | 13 | ? | -2% | 17%
O=C1CSCC(=O)N1c1ncc(C(F)(F)F)cc1Cl | 11% | 9% | 15% | i | 13% | -17 | -6%[9.22 µM] | 1% | -26%
O=C(OCCCc1cc2ccccc2c(=O)o1)c1ccccc1C(F)(F)F | 5% | -1% | 4% | i | -6% | 15 | -13% | 16% | 3%
O=C(c1ccccc1)N1CCN(C2CC3CCC2C3)CC1 (configuration not stated) | 3% | 13% | 7% | i | 1% | -6 | -4% | 0% | 5%
COc1cccc(-c2nc(CS(=O)(=O)CC(=O)Nc3cccc(C(C)=O)c3)c(C)o2)c1 | -6%&0% | -1% | -21% | i | -18%&-58% | 0 | -1% | 6% | -22%
O=C(/C=N/NC(=O)c1ccc(Cl)cc1Cl)c1ccccc1 | 5% | ? | -18% | i | -29% | -77* | ? | 7% | -9%
O=C(CCC1CCCC1)Nc1cccn(Cc2ccccc2Br)c1=O | -7% | -5% | 0% | i | -8% | 1 | 9% | 10% | -10%
Cc1nccn1CCC1CCCCN1C(=O)CCc1nnc(-c2ccsc2)o1 (configuration not stated) | 4% | -1% | 17% | i | -10% | 0 | 0% | ? | 13%
COC(=O)c1cc(Cl)c(NC(=O)Cc2ccccc2)cc1OC | 1% | 17% | 16% | i | 14% | -2 | -2% | 0% | 3%

Molecules from the list above that contain a thiophene ring, fused or not, in the order listed:
SMILES | KB-3-1 tox | HT1080 IDH1KD tx | HT1080NT lethal | S2 tox | HepG2 viability | IL-1B inflam inh | SW480 rerep | MCF10A rerep | ATXN2 expr inh
COc1ccccc1NC(=O)c1c(NC(=O)c2ccccc2F)sc2c1CCC2 | -12% | / | / | i | 1% | / | / | / | 9%
Cc1ccc(N=Cc2sc(O)c3ccccc23)c(C)c1 | -3% | 10% | 25% | i | -4% | -20 | 1% | 9% | 3%
O=C(NCCc1ccccc1)C(=O)NCC(c1cccs1)S(=O)(=O)c1cccs1 (configuration not stated) | -1% | / | / | i | -20% | / | / | / | -7%
COCCNc1nc(Nc2ccc(C)cc2C)c2sccc2n1 | 5.2µM* | ? | ? | ? | -19% | 18 | / | / | -21%
CNC(=O)c1ccc(-c2ccc(OC)cc2)s1 | -14% | -1% | -3% | i | -1% | ? | 3% | 13% | 36%[activator]
Cc1nccn1CCC1CCCCN1C(=O)CCc1nnc(-c2ccsc2)o1 (configuration not stated) | 4% | -1% | 17% | i | -10% | 0 | 0% | ? | 13%
